Screening results (PubChem)
ADAM17 inh = inhibitors of human ADAM17; recombinant ADAM17, EDANS/DABCYL FRET peptide cleavage; P78536; 370,000 compounds, 0.83% hits; AID 720648; inhibition, % at 6.95 µM;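 active = inhibition above the mean of compounds lying between control limits plus 3 SD, set per campaign, cut at about 8.5% in these data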;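 note: 0% = DMSO-only wells as the low control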
PLCb3 inh = PLC-beta3 (human) inhibition, primary screen; Purified PLC-beta3, fluorogenic substrate, fluorescence; inhibition, % at 12.2 µM; 370,000 compounds, 0.18% hits; AID 720704; in the data active = inhibition above about 11%;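 note: 0% = median of compound wells on plate and 100% = full blocker control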
DDE Tn6 FP inh = DD(E)-Tn6 binding inhibition, primary FP screen; P02675; Fibrin DD(E) TRITC-Tn6 fluorescence polarization displacement; inhibition, % at 8.3 µM; 370,000 compounds, 0.21% hits; AID 720509;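 active = inhibition above a per-campaign cutoff: mean of compounds within control limits plus 3 SD, cut at about 15% in these data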;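 note: 0% = median of all compound wells on the plate and 100% = blocking peptide control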
Target sequence (P02675 whole entry, looked up): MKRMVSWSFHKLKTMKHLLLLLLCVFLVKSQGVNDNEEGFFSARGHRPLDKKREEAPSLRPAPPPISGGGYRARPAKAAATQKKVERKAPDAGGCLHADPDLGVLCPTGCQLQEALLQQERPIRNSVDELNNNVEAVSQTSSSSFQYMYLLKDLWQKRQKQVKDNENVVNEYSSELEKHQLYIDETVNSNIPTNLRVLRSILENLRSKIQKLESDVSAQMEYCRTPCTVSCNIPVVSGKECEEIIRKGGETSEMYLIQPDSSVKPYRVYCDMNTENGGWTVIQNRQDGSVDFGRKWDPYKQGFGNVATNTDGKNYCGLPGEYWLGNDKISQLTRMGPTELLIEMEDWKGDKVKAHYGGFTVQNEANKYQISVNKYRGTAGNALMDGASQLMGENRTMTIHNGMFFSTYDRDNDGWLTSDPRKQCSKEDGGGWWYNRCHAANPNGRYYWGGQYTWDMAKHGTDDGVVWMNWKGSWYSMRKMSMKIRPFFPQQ
PLCg1 inh = blocks human PLC-gamma1 enzyme activity. P19174. purified PLC-gamma1, fluorogenic substrate, fluorescence. inhibition, % at 12.2 µM. 370,000 compounds, 0.84% hits. AID 720700; in the data active = inhibition above about 9.5%
UHRF1 binding = human UHRF1 methylated DNA binding inhibitors; UHRF1 binding to methylated oligo, TR-FRET; inhibition, % at 4.4 µM; 370,000 compounds, 0.75% hits; AID 687016; in the data active = inhibition above about 21%;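 note: UHRF1 SRA domain binding a hemimethylated CpG hairpin DNA probe; 0% = median of test compound wells and 100% = reference inhibitor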
proKLK7 act = activates the human kallikrein-7 zymogen; purified proKLK7, EDANS-DABCYL substrate fluorescence; 100% is mature enzyme control, 0% vehicle; activation, % at 7 µM; 370,000 compounds, 0.9% hits; AID 652039;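 active = activation above the mean of all tested compounds plus 3 SD, computed per campaign excluding outliers beyond control limits, cut at about 13% in these data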
Target sequence (P49862 whole entry, looked up): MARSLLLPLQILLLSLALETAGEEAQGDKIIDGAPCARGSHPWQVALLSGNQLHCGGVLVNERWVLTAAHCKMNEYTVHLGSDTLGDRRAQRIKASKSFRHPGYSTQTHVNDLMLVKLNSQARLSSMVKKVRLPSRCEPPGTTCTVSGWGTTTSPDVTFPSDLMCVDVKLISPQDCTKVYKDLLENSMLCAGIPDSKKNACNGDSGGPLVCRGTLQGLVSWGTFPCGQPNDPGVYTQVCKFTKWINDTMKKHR
DDE Tn7 FP inh = DD(E)-Tn7 binding inhibition, primary FP screen | P02675 | 370,000 compounds, 0.13% hits | AID 720508 | FP displacement of FITC-Tn7 peptide from fibrin DD(E); 0% = median of compound wells per plate | inhibition, % at 8.3 µM;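 active = inhibition above the mean of compounds falling within the control limits plus 3 SD of them, cut at about 14% in these data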;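 note: 0% = plate median of compound wells and 100% = 10 µM Aha-Tn7 peptide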
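assay system = human clot-derived fibrin DD(E) complex | quantity = Fibrin-DD(E) at 2 µM final | timing = 10 min preincubation, 3 h with tracer, room temperature | signal = fluorescence polarization | measure = percent inhibition | benchmarks = high control wells with 10 µM unlabelled Aha-Tn7 peptide (full inhibition) | replicates = singlicate testing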
ARFGAP1 inh = rat ARFGAP1 inhibition; Q62848; Arfgap1-stimulated ARF1 GTP hydrolysis, GDP FP detection; inhibition, % at 16.5 µM; 360,000 compounds, 0.26% hits;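 active = inhibition above a per-plate limit, mean inhibition of low control wells plus 3 SD, cut at about 25% in these data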;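 note: 0% = DMSO wells with enzyme and 100% = wells lacking Arfgap1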
Target sequence (Q62848 1-136 limits assumed): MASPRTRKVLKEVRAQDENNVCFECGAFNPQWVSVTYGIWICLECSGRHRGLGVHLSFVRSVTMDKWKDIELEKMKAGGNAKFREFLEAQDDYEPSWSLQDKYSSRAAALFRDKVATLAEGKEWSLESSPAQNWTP
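Material: rat Arfgap1 catalytic domain, aa 1-136; also added: human ARF1(Δ1-17)-GTP substrate; compound dosing: one concentration, 16.5 µM, DMSO 1.26%; incubation: GTP hydrolysis reaction 2 h at 25 °C; measured by: Tracer-displacement fluorescence polarization with EDTA stop, 620/688 nm; evaluation: % inhibition from polarization; repeats: one replicate per compound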
MBD2 inh = blocks human MBD2 binding to methylated DNA; AID 686964; Q9UBB5; inhibition, % at 4.4 µM; 370,000 compounds, 0.31% hits; TR-FRET, MBD2 binding to methylated oligonucleotide; in the data active = inhibition above about 13%
ASAP1 GAP inh = inhibitors of human ASAP1 ArfGAP activity | Q9ULH1 | ASAP1-stimulated ARF1 GTP hydrolysis, GDP FP detection | inhibition, % at 16.5 µM | 360,000 compounds, 0.19% hits | AID 624377; in the data active = inhibition above about 25%;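 note: 0% = vehicle with enzyme and substrate and 100% = no enzyme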
Active calls of the source: *; i = inactive. The list is partial; rates above refer to the full screens.

Each structure is followed by: ADAM17 inh	PLCb3 inh	DDE Tn6 FP inh	PLCg1 inh	UHRF1 binding	proKLK7 act	DDE Tn7 FP inh	ARFGAP1 inh	MBD2 inh	ASAP1 GAP inh
- O=C(Nc1cccc2ccccc12)c1nn(C23CC4CC(CC(C4)C2)C3)cc1Br
    3	1	5	0	0	0.0	9	-6	0	-4
- O=C(NC1CCCCC1)N1Cc2cc(N3CCOCC3)ccc2-n2nncc2C1
    -4	-11	-13	-10	6	-0.1	2	6	1	-5
- COC(=O)C1=C(c2ccc(F)cc2OCc2ccccc2)C[C@@H]2CC[C@H]1N2C(=O)NCCCc1ccccc1
    7	-2	-6	0	-1	0.1	1	-2	4	-8
- C=CCn1c(O)c(C(=O)CCCCCC)c(=O)[nH]c1=O
    -6	-1	9	-3	-4	0.7	-2	-12	-1	-10
- O=C(NC(=O)c1c(F)cccc1F)Nc1cc(Cl)c(F)c(Cl)c1F
    -3	-5	4	0	3	0.4	8	-2	0	3
- CN1CCC(O)(c2ccc(Cl)cc2)C(C(=O)c2ccc(Cl)cc2)C1 (configuration not stated)
    -1	3	2	-1	2	0.3	0	10	-5	-1
- CCCn1nc2ccccc2c1P(=O)(N1CCOCC1)N1CCOCC1
    -2	0	5	-2	-2	-1.0	4	12	3	-11
- COC1=CCC2([N+](=O)[O-])CN(C)CC1([N+](=O)[O-])C2 (configuration not stated)
    -3	1	-2	1	2	0.5	8	1	1	5
- O=c1[nH]c(=O)n(CCC2=CCCCC2)c(O)c1C=NCCCn1ccnc1
    -2	1	-1	2	0	-0.2	2	-10	1	-15
- CCOc1c(P(=S)(N(C)C)N(C)C)c(C)nn1-c1ccccc1
    -1	1	-8	3	-2	0.6	-2	-4	2	-1
- CN(C)C(=O)Oc1ccnc2cc(Cl)ccc12
    0	-1	-1	3	-3	-0.6	-12	-5	-2	-6
- CCN(C(=O)COC(=O)c1cn(C)c2ccccc12)c1ccc(F)cc1
    5	-5	1	2	22*	-0.1	-6	4	6	4
- CCOC(=O)c1cc(C(O)(C(=O)OC)C(F)(F)F)c(/N=C/N(C)C)o1 (configuration not stated)
    0	2	-1	0	-2	0.0	8	-5	-6	-6
- COc1ccc(CC(=O)N2C[C@H]3C[C@@H](C2)c2cccc(=O)n2C3)cc1
    -3	2	0	1	2	-0.6	-1	-6	2	-11
- O=C1NCN(c2ccccc2)C12CCN(C(c1ccccc1)c1nnnn1C1CCCC1)CC2 (configuration not stated)
    -4	-1	3	-2	0	-0.2	5	-14	3	-2

Next section, starting with the last 2 of the part before.
Each structure is followed by: ADAM17 inh	PLCb3 inh	DDE Tn6 FP inh	PLCg1 inh	UHRF1 binding	proKLK7 act	DDE Tn7 FP inh	ARFGAP1 inh	MBD2 inh	ASAP1 GAP inh
- COc1ccc(CC(=O)N2C[C@H]3C[C@@H](C2)c2cccc(=O)n2C3)cc1
    -3	2	0	1	2	-0.6	-1	-6	2	-11
- O=C1NCN(c2ccccc2)C12CCN(C(c1ccccc1)c1nnnn1C1CCCC1)CC2 (configuration not stated)
    -4	-1	3	-2	0	-0.2	5	-14	3	-2
- C=CCCC1(CC(C)C)C(=O)NC(=S)NC1=O
    -8	2	-7	8	3	-0.1	5	6	7	-13
- O=C(c1ccccc1)C(Cc1ccccc1)N1CCOCC1 (configuration not stated)
    -3	-4	2	-2	2	-0.1	3	6	8	-2
- O=[N+]([O-])c1ccc(N2CCCC2)c2ccncc12
    7	1	-1	2	-34	-0.5	3	-1	-17	-13
- CC(=O)Nc1ccc(OC(=O)c2ccccc2N)cc1
    -50	-65	-2	-55	3	-1.2	-6	11	-2	16
- CCCCn1c(O)c(C=Nc2c(C)n(C)n(-c3ccccc3)c2=O)c(=O)[nH]c1=O
    -6	-2	-6	-3	-3	0.2	-4	-3	4	4
- CC(=O)O[C@H]1C[C@@H]2OC3C=C(C)CCC3(C)[C@@]1(C)[C@@]21CO1 (some centres not stated)
    0	-3	6	3	1	0.1	-11	-6	3	5
- COC(=O)C1=C(c2ccc(-c3ccccc3)c(F)c2)C[C@@H]2CC[C@H]1N2C(=O)NCCOc1ccc(OC)cc1
    22*	2	-1	9	7	0.7	-13	3	-7	14
- CCC(C)N1CCN(C(=O)COc2ccc3ccccc3c2)CC1 (configuration not stated)
    -1	-12	-4	0	-1	0.5	4	2	-5	1
- Cc1ccsc1C(=O)C1CCCN(Cc2cn(C)nc2C)C1 (configuration not stated)
    5	5	-8	6	1	0.0	-1	-5	-5	16
- COC(=O)c1c(N)n(Cc2ccc(OC)cc2)c2nc3ccccc3nc12
    i	i	-7	i	-5	-6.2	1	-15	-2	11
- CCOC(=O)[C@]12Cc3cc(OC)ccc3[C@H]1N(CCC(=O)OC)C(=O)c1cc(OC)ccc12
    0	-4	8	1	-2	0.2	5	-14	-6	-12
- CS(=O)(=O)c1ccc(C2=C(CNC(=O)c3nccs3)[C@H]3CC[C@@H](C2)N3Cc2ccccc2)cc1
    6	2	1	9	2	-0.7	-8	9	-2	-2
- CCN1CCC(NCC2CCCCC2)CC1
    -3	-3	3	1	-2	0.2	0	-7	-6	2
- O=c1[nH]c(=O)n(-c2ccccc2F)c(O)c1C=NCCC1=CCCCC1
    -2	-1	8	0	1	-0.2	7	1	-3	2
- Cc1cccc(-n2c(-c3ccco3)nc3ccccc3c2=O)n1
    2	2	0	1	2	0.7	-15	6	2	3

Looked up above:
`O=c1[nH]c(=O)n(-c2ccccc2F)c(O)c1C=NCCC1=CCCCC1` in ARFGAP1 inh is listed with 1
`CCCCn1c(O)c(C=Nc2c(C)n(C)n(-c3ccccc3)c2=O)c(=O)[nH]c1=O` in ADAM17 inh is listed with -6

Next part:
Each structure is followed by: ADAM17 inh	PLCb3 inh	DDE Tn6 FP inh	PLCg1 inh	UHRF1 binding	proKLK7 act	DDE Tn7 FP inh	ARFGAP1 inh	MBD2 inh	ASAP1 GAP inh
- Cc1nn(Cc2ccccc2)c(C)c1C=C1C(=O)NC(=O)NC1=O
    -1	-5	-2	-4	11	-0.1	0	-15	2	8
- O=C1NC(=S)NC(=O)C1C/C=C/c1ccccc1
    -1	-1	-5	-3	-2	-0.3	8	-2	2	6
- COc1ccc(N2CCN(Cc3nc4ccccc4[nH]3)CC2)cc1
    2	-6	2	-2	2	0.0	1	8	-3	-9
- Cc1ccc(OCCOc2cccc(C=C3C(=O)NC(=O)NC3=O)c2)c(C)c1
    -2	-9	1	-9	-4	-0.5	-5	-14	-1	-7
- COC(=O)C1=C(c2ccc(OCc3ccccc3)cc2)C[C@@H]2CC[C@H]1N2C(=O)NCc1ccccc1C(F)(F)F
    2	-19	2	1	2	0.5	-9	-6	1	18
- CCC(=Nc1ccc(OC)cc1OC)c1c(O)[nH]c(=O)[nH]c1=O
    1	-23	3	-16	-1	0.1	-5	2	-9	0
- COP(=O)(OC)C(NS(=O)(=O)c1ccccc1)C(Cl)(Cl)Cl (configuration not stated)
    -3	-3	0	2	-2	-0.2	2	-1	2	-1
- O=P(O)(Oc1ccccc1)OC(c1ccccc1)C(F)(F)F (configuration not stated)
    -1	-2	6	-3	0	0.2	-2	1	1	4
- COc1cccc(CNCCc2cccc(F)c2)c1OC
    -5	-8	0	-2	1	-1.0	7	3	8	-4
- O=[N+]([O-])c1ccc(Cl)c([N+](=O)[O-])c1
    -3	0	-6	1	-1	0.0	3	-3	3	-11
- CC(C)[C@H]1CC2C3CC=C4C[C@@H](O)CC[C@]4(C)C3CC[C@]2(C)[C@H]1O (some centres not stated)
    -1	2	-4	0	1	0.4	2	4	-1	-7
- Clc1ccc(C[n+]2c(-c3ccccc3)cc(-c3ccccc3)cc2-c2ccccc2)cc1
    -63	-196	-3	-171	-2	0.3	-1	-1	2	-4
- COc1cccc(CCNCc2c(F)cccc2F)c1
    0	2	3	3	-3	0.4	5	12	-6	10
- CCn1c(O)c(C=Nc2cc(Cl)ccc2Cl)c(=O)n(CC)c1=O
    0	-2	7	0	-2	0.7	3	-3	3	-6
- COc1ccc(-n2c(O)c(/C=C3\C=Nc4ccc(Br)cc43)c(=O)[nH]c2=O)cc1
    0	-11	-4	-2	-2	-0.2	-1	9	-9	2
- CC1(C)C2([N+](=O)[O-])CNCC1([N+](=O)[O-])CNC2
    -3	1	2	0	2	0.2	-4	4	-1	0
- O=c1[nH]c2ccccc2n1C1CCN(C(c2ccnc3ccccc23)c2nnnn2Cc2ccccc2)CC1 (configuration not stated)
    3	1	0	-1	0	0.1	6	1	-2	0
- Cc1cccc(-n2c(/C=C/c3ccc([N+](=O)[O-])o3)nc3ccccc3c2=O)c1
    0	-3	-3	-1	4	0.0	3	-2	2	2
- C=Cc1ccc(Cn2c(C(=O)O)c(C=O)c3ccccc32)cc1
    -1	-13	0	-4	-3	0.6	5	-10	-4	-13
- O=C1C=CC(=O)C2C1C1(Cl)C(Cl)=C(Cl)C2(Cl)C1(Cl)Cl (configuration not stated)
    9	0	-13	7	-1	0.8	-4	17	0	13
- CCN(CC)c1ccc(CN(C)CCc2ccc(OC)c(OC)c2)cc1
    -1	7	3	1	-4	-0.9	-4	0	-2	6
- CCCCNC(=O)NC(C(N)=O)P(=O)(OCC)OCC (configuration not stated)
    -3	-6	2	0	1	-0.3	1	6	5	-1
- O=C1C2CCCN2C(c2cccnc2)N1c1nccs1 (configuration not stated)
    0	6	-11	3	-6	0.0	1	9	-2	-6
- Cc1cccc(NC(N)=S)c1
    -3	-3	3	-2	3	0.3	6	3	7	-10
- CCCC(=O)NC(Oc1ccc(Cl)cc1Cl)C(Cl)(Cl)Cl (configuration not stated)
    0	-5	-8	-2	4	0.5	0	-1	4	-11
- CCOP(=S)(OCC)C(O)CCCCCn1c(=O)c(F)cn(C2CCCO2)c1=O (configuration not stated)
    2	-2	-8	3	2	0.8	1	8	-2	6
- CC(=NCCN1CCCCC1)c1c(O)n(-c2ccc(Cl)cc2)c(=O)[nH]c1=O
    -2	-1	-4	2	1	0.1	-2	1	2	-5
- CC(C)n1c(O)c(C=NCc2ccccc2)c(=O)[nH]c1=S
    -3	-8	1	1	0	-0.6	-2	4	2	-3
- CCCCOc1ccc(CCN)cc1Cl
    3	7	-3	4	-3	-0.4	-4	0	-3	-6
- O=C(COc1ccc2ccccc2c1)N1CCN(Cc2ccncc2)CC1
    -1	1	9	-1	4	0.2	6	4	1	-1
- CC12CCC(=O)C=C1C=CC1C2CCC2(C)C(O)CCC12 (configuration not stated)
    -12	-32	-6	-20	1	1.9	-7	3	1	18
- CCOc1cc(C=C2C(=O)NC(=O)NC2=O)cc([N+](=O)[O-])c1O
    -1	-2	7	-3	-9	-0.1	-2	3	-12	-6
- O=c1[nH]c(CN2CC=C(c3ccccc3)CC2)nc2cc(C(F)(F)F)ccc12
    -13	-32	6	-21	0	-0.2	-2	-7	4	0
- CCCCn1c(C)c(C(=O)OCC)c2c(CN3CCOCC3)c(O)ccc21
    -3	0	-3	-1	0	0.1	1	-4	4	-10
- N#Cc1cc2c(nc1SCC(=O)Nc1cc(Cl)cc(Cl)c1)C1CCN2CC1
    -17	-125	2	-89	0	-0.5	-1	-6	-5	3
- COC(=O)C1=C(c2ccc(OCc3ccccc3)cc2)C[C@@H]2CC[C@H]1N2C(=O)NCCc1ccc(F)cc1
    5	2	-4	1	1	1.3	1	16	2	6
